ELG1 DNA repair: blocks ELG1-dependent DNA repair in HEK293T cells. Potency, µM (titrated, usually from 46.1 µM), inactives show top-dose activity change, negative = inhibition, usual class: inhibitors. AID 504467. actives 2.3% (n = 330,000). HEK293T ELG1-luciferase reporter, luminescence, 16 h; DNA damage induced by 5-fluorouridine; further: potency means the concentration at half of the fitted maximal effect; on the % scale 0 is the no-effect control and ±100 the full control effect; nearly all actives have a fitted effect of over 55% in size
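5-Fluorouridine DNA damage + compound/DMSO, 2,000 cells/well, 16 h, 37 °C/5% CO2. ONE-Glo, 30 min RT, luminescence. Readout = decrease in reporter signal.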
a7 integrin act: activators of alpha7 integrin expression for muscular dystrophy; alpha7betagal myoblasts, beta-gal FDG fluorescence, 48 h; Potency, µM (series often up to 38.3 µM), for the others: at the top dose activation, actives largely listed as activators; actives 0.064% (n = 350,000); AID 624291;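 further: potency means the concentration at half of the fitted maximal effect; 100% = response of the positive control SU9516; nearly all actives have a fitted effect of over 60% in size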
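Alpha7betagal+/- myoblasts (passage 13) were plated 16-24 hr, then exposed to compounds (1:260 dilution of DMSO stock) for 48 hours at 37C. After MPER lysis, β-galactosidase reporter activity was read as FDG fluorescence (ex 480/em 540) after 30 minutes.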
CXXC DNA block: inhibitors of human MLL CXXC domain-DNA interaction; Q03164; MLL-CXXC / FITC-HOXA9 DNA fluorescence polarization; Potency, µM (top dose mostly 115 µM), for the others: at the highest dose activity change, negative = inhibition, actives largely listed as inhibitors; actives 0.037% (n = 290,000); AID 2662; active means well fitted inhibition curve with a large enough effect in the polarisation, with a control signal flat, not every such curve was filed as active; inconclusive means small, poorly fitted or top-dose-only effect, or effect the other way, or a change in a side signal; inactive means no such curve, though single readings can be large or run the other way; the % refers to the polarisation; further: potency means the concentration at half of the fitted maximal effect
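Steps: dispense CXXC domain solution (7 uM) → pin compounds or unlabeled HOX-A9 DNA control → 5 min ambient → add FLSN-HOX-A9 solution (50 nM) → spin → 30 min ambient → fluorescence polarization. Tris pH 7.5/NaCl/DTT/BSA buffer.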
TCR activator: activators of T cell receptors; primary human leukocytes, anti-CD3, IL-2 HTRF, 48 h; Potency, µM (titrated, usually from 9.22 µM), without a hit: at the top dose activation of IL-2 secretion, actives largely listed as activators; 330,000 tested, under 10 active; further: % of control where 0% means no effect
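Primary human leukocytes incubated 48 hr with anti-CD3 beads plus compound, without co-stimulation. Secreted IL-2 measured by HTRF (europium cryptate/d2 anti-IL-2 pair, 320 nm excitation, 665 nm emission).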
TRPV1 agonist: human TRPV1 agonism. TRPV1-expressing cells, Fluo-8 calcium influx, agonist mode. activation, % at 8.33 µM. actives 0.19% (n = 320,000). AID 540275; in the data active means activation above about 80%; inconclusive means between about 30% and that limit; further: 0% is about no effect
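TRPV1-expressing cells were cultured overnight at 35.5C and loaded with Fluo-8 calcium dye for 40 to 90 min at room temperature. After a 10 s baseline, compound was added and calcium influx was read kinetically for 3 min (ex 480/em 520 nm).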
B2AR arrestin: recruits beta-arrestin to the human beta2-adrenergic receptor; actives 0.02% (n = 330,000); Potency, µM (series often up to 46.1 µM), for inactives: top-dose activation, hits mostly activators; beta-arrestin recruitment to beta2AR, cell-based reporter; P07550;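 further: potency means the concentration at half of the fitted maximal effect; 0% = DMSO controls and full agonism = EC100 isoproterenol or metaproterenol; nearly all actives have a fitted effect of over 65% in size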
Target sequence (P07550 whole entry, looked up): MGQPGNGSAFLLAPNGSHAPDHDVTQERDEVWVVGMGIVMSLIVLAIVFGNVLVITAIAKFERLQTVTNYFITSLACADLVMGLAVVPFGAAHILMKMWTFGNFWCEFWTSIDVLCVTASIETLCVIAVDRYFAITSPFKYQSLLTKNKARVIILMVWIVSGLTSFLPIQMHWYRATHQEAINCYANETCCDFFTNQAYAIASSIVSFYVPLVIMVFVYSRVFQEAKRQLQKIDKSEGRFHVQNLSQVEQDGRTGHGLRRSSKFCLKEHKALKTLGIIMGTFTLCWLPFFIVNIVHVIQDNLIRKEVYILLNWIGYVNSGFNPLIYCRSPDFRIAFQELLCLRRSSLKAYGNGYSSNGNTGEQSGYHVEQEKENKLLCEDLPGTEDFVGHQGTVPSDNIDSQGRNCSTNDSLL
PTAP TSG101 blk: blocks PTAP/TSG101 interaction to inhibit HIV-1 budding; Q99816; Fluorescence polarization, FITC-PTAP peptide / Tsg101 binding; Potency, µM (doses to about 115 µM), for inactives: at the highest dose activity change, negative = inhibition, hits mostly inhibitors; 340,000 tested, under 10 active; AID 493005; active means well fitted inhibition curve with a large enough effect in the main read-out, with a control signal flat, not every such curve was filed as active; inconclusive means small, poorly fitted or top-dose-only effect, or effect the other way, or a change in a side signal; inactive means no such curve, though single readings can be large or run the other way; further: potency means the concentration at half of the fitted maximal effect; % of control where 0% means no effect
Target sequence (Q99816 whole entry, looked up): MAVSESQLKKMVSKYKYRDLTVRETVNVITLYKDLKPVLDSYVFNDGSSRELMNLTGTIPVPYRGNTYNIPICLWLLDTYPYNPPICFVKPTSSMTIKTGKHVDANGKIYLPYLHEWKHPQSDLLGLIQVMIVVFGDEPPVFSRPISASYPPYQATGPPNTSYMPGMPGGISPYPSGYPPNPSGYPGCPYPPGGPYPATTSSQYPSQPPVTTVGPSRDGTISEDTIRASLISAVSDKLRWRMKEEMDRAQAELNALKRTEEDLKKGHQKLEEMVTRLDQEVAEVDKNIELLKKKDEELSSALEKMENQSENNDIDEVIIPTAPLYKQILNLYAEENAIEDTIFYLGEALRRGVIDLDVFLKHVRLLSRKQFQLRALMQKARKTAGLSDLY
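Compounds were pin-transferred onto Tsg101 binding domain (10 uM final) in HEPES pH 7.5 buffer, then FITC-PTAP peptide was added at 50 nM final. After 20 min at RT, polarization reported peptide displacement across a qHTS concentration series.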
p53 reactivator: re-activators of mutant p53 | actives 0.063% (n = 320,000) | AID 504706 | H1299 p53-A138V BP100-luciferase reporter, luminescence, 24 h | Potency, µM (highest dose often 92.2 µM), without a hit: at the highest dose activity change, positive = activation, hits mostly activators; further: potency means the concentration at half of the fitted maximal effect; % of control where 0% means no effect; nearly all actives have a fitted effect of over 45% in size
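H1299 (p53-null), stable ts p53-A138V + BP100-Luc; 1000 cells/well, Opti-MEM/10% FBS; cpd 4 pt, 1:5; 24 h, 37 deg C, 5% CO2; detection reagent 10 min RT; luminescence.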
BRCA1 expr up: activators of BRCA1 expression. MCF7-BRCA1-FFLuc reporter, luminescence, 48 h; response scale: scaled: vehicle 0%, 10 µM genistein 100%. Potency, µM (series often up to 46.1 µM), for inactives: at the top dose activation, usual class: activators. actives 1.1% (n = 380,000). AID 624202; further: potency means the concentration at half of the fitted maximal effect; nearly all actives have a fitted effect of over 80% in size; some results filed as inactive show a strong effect at the top dose
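48 h compound treatment of MCF7-BRCA1-FFLuc cells (phenol-red free MEM, 37 °C), then 15 min with luciferase substrate and luminescence imaging.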
AT treatment: potential ataxia-telangiectasia treatments restoring KAP-1 phosphorylation. […] A-T fibroblasts, KAP-1 phosphorylation AlphaLISA; neocarzinostatin DNA damage 30 min before lysis. Potency, µM (titrated, usually from 57.5 µM), for the others: at the highest dose activation, hits mostly activators. actives 0.19% (n = 320,000). AID 485349; further: potency means the concentration at half of the fitted maximal effect; % of control where 0% means no effect; nearly all actives have a fitted effect of over 45% in size
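ATM-like activity read as KAP-1 phosphorylation via AlphaLISA donor/acceptor antibody pairs after lysis and 6 hr at 25C. Cells were ATM-null patient fibroblasts ([…], hTERT), dosed 60 min, then exposed to the DSB inducer NCS for 30 min.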
* = called active by the depositor; ? = inconclusive; . = not tested or not shown; [ ] = dose if it differs, or a comment. Unless noted, the call rests on the fitted dose curve; in most records, active means well fitted curve in the direction sought with a large enough effect; inconclusive means small, poorly fitted or top-dose-only effect, or another doubt; inactive means no such curve, though single readings can be large; an effect the other way counts as inactive or inconclusive.

SMILES | ELG1 DNA repair | a7 integrin act | CXXC DNA block | TCR activator | TRPV1 agonist | B2AR arrestin | PTAP TSG101 blk | p53 reactivator | BRCA1 expr up | AT treatment
COc1cc(Br)c(CNc2cc(C)ccc2C)cc1OC | -29% | -22% | -14% | 2% | 4 | -0.6% | -6% | . | -50% | 5%
Cc1ccc(-c2csc(NC(=O)c3ccc(F)cc3)c2C(=O)O)cc1 | ? | 40% | 15% | -3% | -1 | 0.0% | -3% | ? | 99% | -8%
C/C(=N\O)C(C)(C)Nc1cccc(Br)c1 | 12µM* | 19% | 6% | 7% | 11 | 0.5% | -1% | -3% | 2% | 0%
Cc1ccc(NC(=O)CCCCCN2C(=O)[C@@H]3Cc4ccccc4CN3C2=O)cc1 | -21% | -14% | 1% | 12% | 12 | 0.3% | -3% | -3% | 6% | -11%
CC1(C)C(=O)Nc2ccccc2N1C(=O)CSc1nnc2c(Cl)cc(Cl)cn12 | 5% | 13% | 6% | 7%[46.1 µM] | 0 | 0.0% | -2% | 4% | -4% | 10%
CN1CCN(c2ccc(C(CC(N)=O)NC(=O)c3ccccc3)cc2[N+](=O)[O-])CC1 (stereo not given) | 0% | 3% | -3% | -6% | 9 | 0.1% | 2% | 15% | 6% | -4%
CCOc1ccc(N2CC(C(=O)Nc3ccc(S(=O)(=O)N4CCCCC4)cc3)CC2=O)cc1 (stereo not given) | -17% | -1% | . | 0% | 1 | -1.2% | -5% | 6% | -28% | 0%
Cc1cc2nc(SCCN3CCCC3)[nH]c2cc1C | ? | ? | 1% | 0% | 13 | -0.1% | 1% | ? | 74% | -1%
O=C(Nc1cccc(S(=O)(=O)N2CCCCC2)c1)c1ccc2c(c1)OCO2 | ? | 18% | 4% | 6%[46.1 µM] | ? | -0.9% | 0% | -8% | -53% | 4%
O=C(NNC(=S)NC(=O)c1ccccc1)c1ccc(O)cc1 | 0% | -32% | 11% | 9% | 3 | 0.3% | 0% | 12% | -1% | 5%
O=C(NNC(=O)c1cccs1)c1csc(N2CCOCC2)n1 | 21% | 3% | . | 0% | 5 | -0.1% | 1% | -5% | -3% | -9%
CCCn1c(SCC(=O)Nc2ccccc2N2CCCCC2)nc2c1c(=O)n(C)c(=O)n2C | 7.3µM* | 44% | -7% | -5% | -1 | -0.1% | -5% | -6% | -63% | 22%
COc1ccc(OC)c(NS(=O)(=O)c2ccc3c(c2)CCC(=O)N3)c1 | 1% | 1%[7.66 µM] | -2% | -2% | -3 | -0.5% | 1% | -19% | 2% | 8%
CCOC(=O)C1(CC2CCCCO2)CCN(S(=O)(=O)c2ccsc2)CC1 (stereo not given) | 3% | 23% | -7% | -2% | 16 | -0.7% | -3% | -1% | 13% | -2%
Cc1cc(NC(=O)CN2CCN(Cc3ccccc3)CC2)nc2c1c(=O)oc1ccccc12 | ? | . | 3% | . | 1 | -0.6% | . | -1% | . | 1%
Nc1ncnc2nc(SCc3ccc(Cl)cc3Cl)[nH]c12 | ? | -5% | -6% | -6% | -2 | 0.0% | 1% | 2% | -15% | -1%
COc1ccc(Nc2cc(C)nc3nc(C)nn23)cc1Cl | ? | 0% | -6% | 5% | 2 | 0.2% | -2% | -5% | -11% | 8%
O=C(NC(=S)NCCN1CCOCC1)c1ccccc1 | ? | 0% | -4% | 2%[46.1 µM] | -6 | 8.9% | -4% | 21% | 46% | 12%
CC(Oc1cccc(Cl)c1)C(=O)Nc1ccccc1N1CCCC1 (stereo not given) | 6% | 0% | . | -4% | ? | -0.1% | 0% | -2% | -61% | 1%
CCNC(=S)NNC(=O)c1cc(-c2cccnc2)nc2ccccc12 | ? | ? | 5% | 2% | 2 | -0.1% | -1% | -1% | -16% | -4%

Record cards, from the list above. Order of values: ELG1 DNA repair, a7 integrin act, CXXC DNA block, TCR activator, TRPV1 agonist, B2AR arrestin, PTAP TSG101 blk, p53 reactivator, BRCA1 expr up, AT treatment
CN1CCN(c2ccc(C(CC(N)=O)NC(=O)c3ccccc3)cc2[N+](=O)[O-])CC1 (stereo not given) across the screens: 0%, 3%, -3%, -6%, 9, 0.1%, 2%, 15%, 6%, -4%
C/C(=N\O)C(C)(C)Nc1cccc(Br)c1 across the screens: 12µM*, 19%, 6%, 7%, 11, 0.5%, -1%, -3%, 2%, 0%

(further entries)
SMILES | ELG1 DNA repair | a7 integrin act | CXXC DNA block | TCR activator | TRPV1 agonist | B2AR arrestin | PTAP TSG101 blk | p53 reactivator | BRCA1 expr up | AT treatment
CC(=O)Nc1ccc(-c2cn3c(n2)SCC3)cc1 | ? | ? | 7% | -4% | 3 | -0.8% | -1% | ? | 60% | 1%
CC1(C)CC1C(=O)Nc1ccc([N+](=O)[O-])cc1Br (stereo not given) | ? | 14% | 3% | 7%[46.1 µM] | 5 | 0.1% | -3% | 16% | -10% | 2%
COc1cc2c(cc1OC)CN(C(=O)CN1CCN(S(=O)(=O)c3ccc(C)c(C)c3)CC1)CC2 | -26% | -37%[inhibitor] | -1% | 3% | 2 | 0.0% | -3% | -1% | -5% | 6%
COc1ccc(N2CCN(C3CCCN(Cc4ccccc4OCCO)C3)CC2)cc1 (stereo not given) | 3% | 14% | 0% | 2% | 4 | -0.2% | 0% | ? | 1% | 2%
CCCC(=O)NCCCCNC(=O)CCC | -5% | 14% | 13% | -5% | -3 | -0.6% | -1% | -2% | -8% | -3%
Cc1ccc(Cl)cc1NC(=O)c1cc(S(=O)(=O)N2CCOCC2)cn1C | -4% | 3% | . | 2% | 10 | -0.4% | -8% | 3% | -33% | 18%
c1ccc(-c2nc(-n3ccnc3)nc(-n3ccnc3)n2)cc1 | ? | -15% | -9% | -64% | 1 | 0.1% | -3% | -5% | 3%[1.84 µM] | 0%
COc1ccc(NS(=O)(=O)c2cc(C)ccc2C)cc1 | ? | 11% | -4% | 2% | 9 | -0.8% | -6% | 0% | -70% | -5%
CCOC(=O)N1CCC(N2C(=O)c3ccccc3C2=O)CC1 | 4% | 2% | -2% | 0%[46.1 µM] | -2 | 0.0% | -3% | 1% | -15% | 11%
Cc1cc(-c2ccccc2)nc(N(C)NC(=O)C(C)(C)C)c1S(C)(=O)=O | -7% | 2% | -4% | 2% | 8 | -0.1% | 1% | -2% | -26% | -2%
COc1ccc(C(=O)NCCSc2ccccc2C)cc1 | ? | -25% | -8% | 15% | ? | ? | -3% | ? | ? | 4%
Nc1[nH]n(-c2c(Cl)cc(Cl)cc2Cl)c(=O)c1N=Nc1ccc(S(=O)(=O)Nc2ncccn2)cc1 | ? | 3% | . | -10% | . | -1.1% | -6% | 1% | -19% | -3%
Cc1cc(C)nc(NS(=O)(=O)c2ccc(NC(=O)Nc3ccccc3F)cc2)n1 | -4% | -19% | 2% | -1% | 2 | 0.5% | -1% | -4% | 4% | 11%
CCOc1ccc(OCC)c(NC(=O)CSc2nc3c(c(=O)n(C)c(=O)n3C)n2C(C)C)c1 | 12µM* | 8% | -12% | 4% | -3 | -0.6% | -9% | 6% | -48% | 8%
COc1ccc(OC)c(S(=O)(=O)N2CCCCCC2)c1 | 0% | -3% | -14% | -2% | 4 | -0.2% | -3% | -3% | -2% | 5%
CN(CCc1ccccn1)C1CC(=O)N(c2ccc(Cl)cc2)C1=O (stereo not given) | 12% | 5% | 7% | 1% | 3 | 0.2% | -3% | 2% | -13% | -3%
Cc1ccc(S(=O)(=O)NCC(=O)OCC(=O)NCc2cccs2)cc1 | 29% | 19% | . | -5% | 3 | -0.8% | -5% | 6% | -5% | 6%
Cc1nn(CC(=O)Nc2ccncc2)c(C)c1[N+](=O)[O-] | 1% | 25% | 8% | -2%[46.1 µM] | 0 | 0.2% | -3% | 7% | -21% | -4%
O=c1c2ccccc2nc(N/N=C/c2c(O)ccc3ccccc23)n1O | ? | -6% | ? | -2% | -4 | -0.5% | -3% | 18% | -74% | -20%
CCCNC(=O)c1ccc(N2CCC3(CC2)CC(c2cccc(Br)c2)=NO3)c(N)c1 | ? | -10% | . | 11% | 6 | -0.1% | -3% | -7% | 0% | 19%
COc1ccc2oc(C(=O)OCC(=O)N3CCN(S(=O)(=O)c4ccc(C)cc4)CC3)c(C)c2c1 | ? | -49%[inhibitor] | -1% | -5% | -5 | 2.2% | 4% | -12% | -1% | 6%
CN(CC(=O)Nc1cccc2c1CCCC2)S(=O)(=O)c1ccccc1 | -3% | 16%[7.66 µM] | 5% | . | 11 | -0.1% | -2% | 0% | 5% | 12%
CN1CCN(NC(=O)CN2C(=O)S/C(=C\c3c(Cl)cccc3Cl)C2=O)CC1 | 15% | -24% | 1% | -1% | 10 | -0.5% | -2% | 0% | 7% | -2%
Cc1c(C)n(Cc2ccc(F)cc2)c2ccc(C(=O)N3CCN(c4ccccn4)CC3)cc12 | 16% | -24% | 19% | -6% | 1 | -0.5% | -2% | 2% | -40% | -3%

Bioassay records as filed in PubChem BioAssay.
